Screening data deposited in PubChem BioAssay by Broad Institute.
RAD54 inh – inhibitors of human RAD54 branch migration, primary screen, biochemical, fluorescence, single point; inhibition, % at 10.4 µM; RAD54 Holliday junction branch migration, FAM/BHQ fluorescence; 360,000 tested, 0.14% active; AID 602329, 2012; DNA repair and recombination protein RAD54-like (Homo sapiens), Q92698;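 active means mean normalized replicate activity at least 40 and at least half of replicates scoring 40 or more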;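 further: 0% = median of neutral control wells and 100% = median of positive control wells; inhibitors cause a drop in the FAM fluorescence signal; in these data hits start at about 50%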
Target sequence (Q92698 whole entry, looked up): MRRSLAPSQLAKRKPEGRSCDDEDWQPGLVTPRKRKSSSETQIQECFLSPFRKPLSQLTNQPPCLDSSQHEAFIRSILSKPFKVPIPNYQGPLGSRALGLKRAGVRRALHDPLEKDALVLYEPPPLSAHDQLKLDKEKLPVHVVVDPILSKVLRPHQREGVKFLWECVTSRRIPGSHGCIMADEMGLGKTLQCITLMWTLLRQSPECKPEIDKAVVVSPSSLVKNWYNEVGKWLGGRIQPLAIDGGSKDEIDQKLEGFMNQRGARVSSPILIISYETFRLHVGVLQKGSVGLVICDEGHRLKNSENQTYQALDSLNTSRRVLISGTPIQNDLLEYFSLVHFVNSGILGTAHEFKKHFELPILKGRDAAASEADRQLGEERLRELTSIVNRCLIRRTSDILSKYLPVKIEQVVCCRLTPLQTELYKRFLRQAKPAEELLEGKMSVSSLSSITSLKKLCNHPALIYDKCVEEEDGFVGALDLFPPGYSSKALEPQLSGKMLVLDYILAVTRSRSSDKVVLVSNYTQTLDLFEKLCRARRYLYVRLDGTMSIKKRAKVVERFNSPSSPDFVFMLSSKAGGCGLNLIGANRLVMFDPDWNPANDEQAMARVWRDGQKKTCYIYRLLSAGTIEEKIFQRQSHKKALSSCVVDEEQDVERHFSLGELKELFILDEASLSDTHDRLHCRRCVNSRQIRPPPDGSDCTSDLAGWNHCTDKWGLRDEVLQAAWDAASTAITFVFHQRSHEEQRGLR
ARNT-TACC3 inh – disruptors of ARNT/TACC3 protein interaction, primary screen, biochemical, AlphaScreen, single concentration | Transforming acidic coiled-coil-containing protein 3 (Homo sapiens), Q9Y6A5 | AlphaScreen His-ARNT PAS-B/GST-TACC3 binding, luminescence; TACC3 fragment carries E629A point mutation | inhibition, % at 9.99 µM | 390,000 tested, 0.66% active;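 active means mean inhibition of replicates at least 50% and at least half of replicates each reaching 50%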;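 further: 0% = complete ARNT plus TACC3 wells and 100% = ARNT alone without TACC3; many hits fall short of the cut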
CASP6 VEID inh – human caspase-6 inhibitors, primary screen, biochemical, VEID-R110 fluorescence, single point, set 2. inhibition, % at 12.5 µM. 350,000 tested, 0.53% active. AID 686996, 2013. purified caspase-6, Z-VEID-R110 cleavage fluorescence;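 active means mean inhibition across replicates at least about 35%, with every replicate also reaching that limit, limit read from the data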;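 further: 0% = median of neutral control wells and 100% = no fluorescence left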
Target sequence (P55212 24-179 limits assumed): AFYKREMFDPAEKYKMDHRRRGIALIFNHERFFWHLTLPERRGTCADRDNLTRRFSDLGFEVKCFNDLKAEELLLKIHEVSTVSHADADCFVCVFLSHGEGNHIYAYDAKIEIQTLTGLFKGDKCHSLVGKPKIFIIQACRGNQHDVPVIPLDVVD
Target sequence (P55212 194-293 limits assumed): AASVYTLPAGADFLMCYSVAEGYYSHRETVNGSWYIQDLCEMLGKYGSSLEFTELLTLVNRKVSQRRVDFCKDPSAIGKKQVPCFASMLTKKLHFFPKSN
RAD52 anneal inh – RAD52 DNA annealing inhibitors, primary screen, biochemical, FRET, single point, set 2. 360,000 tested, 0.46% active. inhibition, % at 18.7 µM. recombinant RAD52 DNA annealing, FRET fluorescence. DNA repair protein RAD52 homolog (Homo sapiens), P43351. AID 651710, 2012;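 active means every replicate showing at least 50% inhibition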
ERp5 inh – inhibitors of ERp5-driven insulin aggregation, primary screen, biochemical, turbidity, absorbance 650 nm, single point. inhibition, % at 9.99 µM. Protein disulfide-isomerase A6 (Homo sapiens), Q15084. AID 651711, 2012. 90 min. 350,000 tested, 0.05% active;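 active means mean replicate inhibition above about 25%, with every replicate also reaching it, limit read from the data, passing the limit was not always enough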
PglD inh – C. jejuni PglD acetyltransferase inhibitors, primary screen, biochemical, DTNB colorimetric, single point; purified PglD enzyme, DTNB colorimetric CoA detection; inhibition, % at 12.5 µM; 360,000 tested, 0.098% active; in the data active means inhibition above about 16%, passing the limit was not always enough; further: strong numbers were not always called active
E-selectin induc – E-selectin induction in HUVECs, primary screen, imaging, HUVEC, immunofluorescence imaging, single point | activation, % at 7.58 µM | P16581 | 260,000 tested, 0.37% active | normalized: neutral wells 0, TNF-alpha wells 100;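 active means mean E-selectin-positive cell signal at least 10% of the positive control, reached in at least 60% of replicates, without over 20% cell loss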;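 further: in these data hits start at about 27%; measured in HUVEC primary endothelial cells; signal is the percent of cells scored E-selectin positive by PE staining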
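assay system = HUVEC, human umbilical vein endothelial cells | input = 3,000 HUVEC seeded per well | medium = EGM-2 growth medium on 0.1% gelatin-coated wells | dosing = one compound dose added by pin transfer | signal = immunofluorescence imaging | read-out basis = % PE-positive cells | control set = TNF-alpha, DMSO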
esBAF inh – Bmi1 luciferase reporter increase in mESCs, primary screen, esBAF inhibitor project, mouse ES cells, Bmi1 luciferase knock-in, single point; 24 h; 100% = twice the neutral-well signal; 350,000 tested, 2% active; reporter increase, % at 12.5 µM; in the data active means activation above about 40%;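 further: 0% = median of the plate's neutral control wells and 100% = double that signal; a rise in the Bmi1 reporter signal indicates esBAF inhibition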
* hit, by the source's call; x = not tested or not shown.

SMILES	RAD54 inh	ARNT-TACC3 inh	CASP6 VEID inh	RAD52 anneal inh	ERp5 inh	PglD inh	E-selectin induc	esBAF inh
Cc1cc(C)n(C(=O)CNC(=O)c2cccs2)n1	-3.2	x	3.1	-6.9	-9.8	4.9	x	x
O=C(Nc1ccc(NC(=O)C2CC2)nc1)c1ccco1	-4.8	-0.2	x	x	x	-4.4	x	8.4
O=C(COc1cc(Cl)c(Cl)cc1Cl)NC(=O)NC1CCCC1	8.8	-6.3	x	x	x	-4.2	x	-12.0
Cc1c(Cl)cccc1NC(=O)CC(C(=O)O)C1CCCO1 (stereo not given)	-0.7	1.6	x	x	x	-0.3	x	3.1
CCOC(=O)c1c(NC(=O)CSc2nnc(-c3ccc(C)cc3)o2)sc(C(C)=O)c1C	5.0	0.4	x	x	x	-3.1	x	-2.1
COC(=O)c1sc(S(=O)(=O)N2CC(C)OC(C)C2)c(C(=O)OC)c1C (stereo not given)	5.1	-3.4	-1.1	0.8	6.3	-2.7	1.9	0.1
O=C(Nc1nnc(S(=O)(=O)N2CCCCCC2)s1)c1ccccc1F	6.6	2.8	2.0	-11.3	-3.9	4.7	0.7	28.2
COc1ccc(N2CCN(S(=O)(=O)CCNC(=O)COc3cccc(OC)c3)CC2)cc1	-3.4	-7.4	-4.2	-15.3	1.0	5.3	x	0.1
CCOC(=O)[C@]12CCCC=C1N(Cc1ccccc1)C(=O)[C@H](CC(=O)NCc1ccccc1)C2	x	x	-3.0	-12.1	4.6	x	-0.2	x
CC1(Cc2cccc(C#N)c2)C(=O)Nc2c(Cl)cccc21 (stereo not given)	-6.6	x	-0.1	-17.9	-1.6	0.6	-0.1	1.9
COc1cc(OC)c2c3c(c(C4CCCCC4)nc2c1)CCC3	2.7	-12.5	-9.7	-11.2	0.4	-4.4	0.4	2.3
CS(=O)(=O)N(CC(=O)N1CCOCC1)c1cccc([N+](=O)[O-])c1	1.3	-3.7	0.0	-7.9	1.1	5.3	x	-0.3
CN(C)C(=O)c1ccc(-c2ccccc2[C@@H]2[C@@H](CO)N(C(=O)C3CC3)[C@H]2C#N)cc1	x	x	1.0	-20.3	-0.1	x	0.1	x
CCC1CN(C(=O)N2CCC(C(=O)NCc3ccco3)CC2)c2ccccc2O1 (stereo not given)	-0.7	12.4	0.1	-8.6	-1.8	5.0	x	-0.2
COc1cccc(CNn2c(-c3cccc(C)c3)nc3ccccc3c2=O)c1	-3.4	-4.2	x	x	x	0.2	x	-6.4
O=C(OCCOc1ccccc1)c1cc(S(=O)(=O)N2CCOCC2)c(Cl)cc1Cl	7.5	x	-1.1	-1.5	-1.1	-1.9	-0.1	3.5
NS(=O)(=O)c1cnccc1Nc1cccc(F)c1	-1.3	4.1	-2.7	0.8	-0.4	2.8	-3.4	0.3
CCOC(=O)c1cc(-c2ccccc2)n(Cc2cc(CC)no2)n1	-8.5	-1.3	3.8	-2.0	0.5	-5.9	x	5.7
Cc1cccc(-c2n[nH]c(=S)n2/N=C/c2ccc(C)o2)c1	x	-0.7	-1.3	-24.3	5.3	x	-0.3	x
Brc1ccc2nc(C3CCCCC3)c(Cc3ccsc3)n2c1	-5.9	x	-0.9	-53.0	-9.3	1.5	-1.8	-3.6
COc1cc(C(=O)NCCSc2ccccc2)cc(OC)c1OC	0.7	-3.9	-1.1	1.6	2.1	-0.1	0.3	5.1
O=C(Nc1cccc(C(F)(F)F)c1)c1csc([C@@H]2O[C@H](CO)[C@H](O)[C@H](O)[C@H]2O)n1	-15.4	x	0.7	-10.2	3.0	-0.4	0.0	-13.1
c1csc(-c2nn3c(C4CCCCC4)nnc3s2)c1	6.7	-8.3	-0.6	-5.9	-2.6	-1.4	0.3	-0.9
CC(C)NC(=O)N1[C@H](C#N)[C@@H](c2ccc(-c3ccc(F)cc3)cc2)[C@H]1CO	6.6	2.8	0.4	-8.7	-0.9	0.0	-0.5	-3.8
C=CCN1CCN(C(=O)c2ccc(-c3ccccc3)cc2)CC1	-6.0	-11.5	-3.4	-7.8	3.5	-5.9	x	0.4

(next part)
SMILES	RAD54 inh	ARNT-TACC3 inh	CASP6 VEID inh	RAD52 anneal inh	ERp5 inh	PglD inh	E-selectin induc	esBAF inh
Cc1cc(C)c(C)c(S(=O)(=O)Nc2cccnc2)c1C	-6.5	-2.5	2.4	-10.9	8.3	-5.7	1.0	1.0
N#CC1=C(N)OC2=C(C(=O)CCC2)C12CCN(C(=O)OCc1ccccc1)CC2	0.3	2.4	x	x	x	5.7	x	-1.6
CC(=O)N1CCN(C2=Nc3cccc4cccc2c34)CC1	28.2	6.8	x	x	x	-0.5	x	16.7
O=C(Cc1ccccn1)N[C@H]1C=C[C@H](CC(=O)N2CCCCC2)O[C@H]1CO	-6.0	0.4	0.5	0.6	-2.9	2.6	-0.6	-3.4
CCOCCCN(C(=O)CCC(=O)Nc1cc(C)on1)C(C(=O)NC(C)(C)C)c1ccccc1Cl (stereo not given)	-13.9	-6.7	-0.3	-5.8	-2.0	-2.4	-0.1	1.5
CCCc1cc(C(N)=O)c(NC(=O)C2CCCO2)s1 (stereo not given)	3.6	-0.9	x	x	x	3.7	x	2.9
CC(=O)N[C@H]1CC[C@H](CCNC(=O)C2CCCCC2)O[C@@H]1CO	x	x	0.0	4.1	1.5	x	-0.6	x
Cc1ccc(S(=O)(=O)N(C)C[C@H]2Oc3c(NC(=O)C4CCOCC4)cccc3C(=O)N([C@H](C)CO)C[C@H]2C)cc1	-1.1	-3.6	-2.2	0.0	-1.2	-4.7	1.3	-0.8
CC(C)Cn1c(=O)[nH]c2ccccc21	9.9	2.5	x	x	x	-1.2	x	-6.2
O=C(O)CCCCCN1C(=O)C(O)=C(C(=O)/C=C/c2ccccc2)C1c1cccc([N+](=O)[O-])c1 (stereo not given)	3.1	5.6	9.0	-10.2	2.0	-6.0	x	-1.4
Cc1ccc(C(=O)N/N=C\c2cc3c(cc2Br)OCO3)cn1	3.5	-2.0	1.3	-5.2	3.3	-10.2	0.0	-2.9
CS(=O)(=O)c1ccc(Cl)c(NC(=O)c2ccc3ccccc3c2)c1	4.7	-16.5	x	x	x	-4.7	x	2.0
O=C(O)c1cccc(N=C2NC(=O)C(CO)(CO)S2)c1	-8.6	-6.6	-2.3	-2.6	3.7	2.1	0.3	2.8
N#Cc1c(/N=C/c2cc(Br)cs2)sc2c1CCC2	-2.2	-2.4	x	x	x	2.7	x	78.5*
CC1CN(C(=O)Cn2cnc3c2c(=O)n(C)c(=O)n3C)CC(C)O1 (stereo not given)	-8.3	-3.9	x	x	x	-1.2	x	-8.0
COCCn1c(CN2CCN(c3ccc(OC)cc3)CC2)nc2c1c(=O)n(C)c(=O)n2C	-0.1	-4.2	-1.2	-12.0	-5.1	-2.0	x	2.2
O=C(Nc1ccccc1)c1ccco1	-4.1	-3.2	1.8	-7.8	4.1	-1.8	0.1	16.8
O=C(CCCN1C(=O)/C(=C/c2ccco2)SC1=S)Nc1ccccc1	-26.7	3.0	x	x	x	-4.0	x	-4.6
CN(CC(=O)Nc1cccc(F)c1)C(=O)CN1C(=O)NC2(CCCCC2)C1=O	x	-17.1	-1.6	-5.5	-5.5	x	2.0	x
CC(OC(=O)c1ccc(S(=O)(=O)N2CCOCC2)cc1)c1ccccc1 (stereo not given)	0.2	0.8	-4.0	-5.5	13.7	3.1	0.2	1.8
COc1ccccc1-c1ccccc1[C@@H]1[C@@H](CO)N(C(=O)CN(C)C)[C@H]1C#N	x	x	-1.8	-7.2	-2.6	x	-0.1	x
C[C@@H]1CN([C@H](C)CO)C(=O)c2cc(NC(=O)NC3CCCCC3)ccc2O[C@@H](C)CCCCO[C@@H]1CN(C)Cc1ccncc1	4.4	-8.7	-1.6	0.9	1.6	-0.7	-0.2	8.6
CC=Cc1ccc2n(c1=O)C[C@@H]1[C@@H](CO)[C@H](C(=O)N[C@H](C)c3ccccc3)[C@H]2N1Cc1ccccc1 (mixture of isomers)	x	x	3.3	-4.9	0.7	x	-0.5	x
Cc1ccc(S(=O)(=O)N2CCOCC2)cc1C(=O)Nc1c(C)n(C)n(-c2ccccc2)c1=O	5.2	4.8	x	x	x	-2.4	1.8	-0.7
COc1ccc([N+](=O)[O-])cc1NC(=O)CC(C)c1ccccc1 (stereo not given)	3.5	10.5	-0.4	-2.3	-3.6	-3.4	x	-3.8

The results go on.
SMILES	RAD54 inh	ARNT-TACC3 inh	CASP6 VEID inh	RAD52 anneal inh	ERp5 inh	PglD inh	E-selectin induc	esBAF inh
Cc1cc2oc3ccc(NCCCn4ccnc4)cc3c(=O)c2cc1C	-13.6	-7.7	x	x	x	3.9	0.3	37.6
COc1cc(/C=C/C(=O)N2CCOCC2)ccc1OCc1ccccc1	-2.0	-0.2	x	x	x	-2.8	x	5.1
CCOC(=O)c1c(-c2ccccc2)csc1NC(=O)CCN1C(=O)c2ccccc2C1=O	-9.5	1.3	-3.8	-15.4	1.2	-3.0	-1.4	1.2
O=S(=O)(c1ccc2c(c1)C(O)c1ccccc1CC2)C(F)(F)F (stereo not given)	-1.5	34.8	-2.1	-8.4	1.8	-1.7	0.1	-3.3
COc1ccc(CNC(=O)CSc2nnnn2Cc2ccccc2)cc1	6.6	-5.3	x	x	x	4.8	x	0.0
COc1ccc(OC)c(Nc2nc(-c3cccs3)cs2)c1	2.3	9.2	x	x	x	0.6	x	8.3
COc1cccc(C(C(=O)NCc2ccccc2)N2CCN(c3ccccc3F)CC2)c1OC (stereo not given)	x	x	1.8	-14.2	-6.5	x	0.8	x
O=C(Nc1ccccc1)c1ccccc1OCc1cccc([N+](=O)[O-])c1	x	-3.4	35.7*	-4.7	0.3	x	x	x
O=C(O)CCC(=O)N1CCN(c2nc3ccccc3s2)CC1	-0.3	-10.2	x	x	x	-4.2	x	0.0
CCCNC(=O)[C@@H]1[C@@H](CO)[C@@H]2Cn3c(ccc(-c4cccnc4)c3=O)[C@H]1N2C(=O)Nc1ccccc1	5.9	0.7	1.7	-7.2	13.9	-2.3	0.2	-3.1
COC(=O)CCCC1=CC2=C(c3ccccc3)C(=O)C(C)(OC(=O)C3CCCC3)C(=O)C2=CN1Cc1ccc2c(c1)OCO2 (stereo not given)	2.5	-0.5	0.9	-13.2	7.0	-0.9	-0.2	-1.7
C[C@H]1CN([C@@H](C)CO)S(=O)(=O)c2ccc(-c3ccc(C(=O)N(C)C)cc3)cc2O[C@@H]1CN(C)C	1.2	1.9	-1.2	-6.4	-5.1	0.8	0.1	-2.3

Some of the entries so far, as comma-separated lines.
compound,RAD54 inh,ARNT-TACC3 inh,CASP6 VEID inh,RAD52 anneal inh,ERp5 inh,PglD inh,E-selectin induc,esBAF inh
CCOC(=O)c1c(-c2ccccc2)csc1NC(=O)CCN1C(=O)c2ccccc2C1=O,-9.5,1.3,-3.8,-15.4,1.2,-3.0,-1.4,1.2
COC(=O)CCCC1=CC2=C(c3ccccc3)C(=O)C(C)(OC(=O)C3CCCC3)C(=O)C2=CN1Cc1ccc2c(c1)OCO2 (stereo not given),2.5,-0.5,0.9,-13.2,7.0,-0.9,-0.2,-1.7
COc1ccc(CNC(=O)CSc2nnnn2Cc2ccccc2)cc1,6.6,-5.3,x,x,x,4.8,x,0.0
CCCNC(=O)[C@@H]1[C@@H](CO)[C@@H]2Cn3c(ccc(-c4cccnc4)c3=O)[C@H]1N2C(=O)Nc1ccccc1,5.9,0.7,1.7,-7.2,13.9,-2.3,0.2,-3.1
O=C(O)CCC(=O)N1CCN(c2nc3ccccc3s2)CC1,-0.3,-10.2,x,x,x,-4.2,x,0.0
